ERp5 inh – inhibitors of ERp5-driven insulin aggregation, primary screen, biochemical, turbidity, absorbance 650 nm, single point; 90 min; inhibition, % at 9.99 µM; hit rate 0.05% among 350,000;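 active means mean replicate inhibition above about 25%, with every replicate also reaching it, limit read from the data, passing the limit was not always enough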
Target sequence (Q15084 whole entry, looked up): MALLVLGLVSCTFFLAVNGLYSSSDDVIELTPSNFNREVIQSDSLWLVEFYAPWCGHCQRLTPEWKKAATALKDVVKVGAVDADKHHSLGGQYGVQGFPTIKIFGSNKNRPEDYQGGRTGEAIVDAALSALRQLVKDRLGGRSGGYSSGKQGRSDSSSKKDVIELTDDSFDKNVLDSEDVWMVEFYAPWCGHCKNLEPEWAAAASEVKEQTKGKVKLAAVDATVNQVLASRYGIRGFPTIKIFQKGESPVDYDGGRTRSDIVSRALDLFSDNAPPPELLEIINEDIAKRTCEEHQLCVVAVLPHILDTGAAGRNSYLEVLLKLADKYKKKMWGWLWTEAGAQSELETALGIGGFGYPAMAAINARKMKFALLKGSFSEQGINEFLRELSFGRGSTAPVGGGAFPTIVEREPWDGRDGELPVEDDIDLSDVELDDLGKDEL
ERAP1 inh – human ERAP1 aminopeptidase inhibitors, primary screen, biochemical, single point, plate reader; Endoplasmic reticulum aminopeptidase 1 (Homo sapiens), Q9NZ08; recombinant ERAP1, Leu-AMC fluorescence, 60 min; inhibition, % at 10.7 µM; hit rate 0.15% among 340,000; AID 652197, 2013;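 active means mean replicate inhibition of at least 30%, or all replicates individually reaching that 30% level; inactive means mean below 30% and not every replicate reaching it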;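 further: 0% = neutral control wells and 100% = L-leucinethiol positive control wells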
esBAF inh – Bmi1 luciferase reporter increase in mESCs, primary screen, esBAF inhibitor project, mouse ES cells, Bmi1 luciferase knock-in, single point; reporter increase, % at 12.5 µM; hit rate 2% among 350,000; AID 602393, 2012; 24 h; 100% = twice the neutral-well signal; in the data active means activation above about 40%;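 further: 0% = median of the plate's neutral control wells and 100% = double that signal; a rise in the Bmi1 reporter signal indicates esBAF inhibition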
RAD52 anneal inh – RAD52 DNA annealing inhibitors, primary screen, biochemical, FRET, single point, set 2. DNA repair protein RAD52 homolog (Homo sapiens), P43351. hit rate 0.46% among 360,000. recombinant RAD52 DNA annealing, FRET fluorescence. inhibition, % at 18.7 µM;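 active means every replicate showing at least 50% inhibition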
Target sequence (P43351 whole entry, looked up): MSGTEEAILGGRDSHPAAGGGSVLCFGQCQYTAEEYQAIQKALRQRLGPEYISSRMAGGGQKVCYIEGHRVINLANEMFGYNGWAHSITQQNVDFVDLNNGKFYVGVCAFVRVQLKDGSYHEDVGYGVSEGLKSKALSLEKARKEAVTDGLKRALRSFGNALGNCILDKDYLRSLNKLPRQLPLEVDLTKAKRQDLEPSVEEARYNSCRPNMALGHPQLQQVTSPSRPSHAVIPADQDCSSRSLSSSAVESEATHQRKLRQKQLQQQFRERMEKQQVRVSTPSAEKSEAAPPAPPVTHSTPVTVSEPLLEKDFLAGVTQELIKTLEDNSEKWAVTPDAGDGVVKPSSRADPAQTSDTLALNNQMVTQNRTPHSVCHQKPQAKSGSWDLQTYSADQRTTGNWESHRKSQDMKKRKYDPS
S100A4 inh HTS – inhibitors of S100A4-myosin IIA peptide binding, primary screen, biochemical, fluorescence polarization, TAMRA-MyoIIA peptide; Protein S100-A4 (Homo sapiens), P26447; inhibition, % at 10.7 µM; hit rate 0.14% among 360,000;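 active means mean inhibition of at least 70% across replicates, with every replicate also reaching that level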
Target sequence (P26447 whole entry, looked up): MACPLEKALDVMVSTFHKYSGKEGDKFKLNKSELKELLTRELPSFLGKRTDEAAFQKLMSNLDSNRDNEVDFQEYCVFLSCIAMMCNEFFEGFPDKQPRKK
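Material: S100A4 monomer (human). Medium: Calcium-containing HEPES buffer, pH 7.2. Probe or stimulus: labelled myosin peptide probe, 5 nM. Compound dosing: one concentration per compound. Timing: polarization read 5 min after assay mix addition, stable 5–60 min. Benchmarks: DMSO as neutral control, TFP as positive control.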
Xi reactivation – activators of inactive X chromosome reactivation, primary screen, imaging, XiGFP fibroblasts, GFP high-content imaging, set 2. XiGFP mouse fibroblasts, % GFP-positive cells imaging, 3 d; cells co-treated with 5-aza-dC sensitizer; scaled so ellipticine positive control = 100%. activation, % at 7.58 µM. hit rate 0.055% among 360,000. AID 743238, 2013;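 active means mean normalized replicate activation at least 10% and every replicate at or above 10%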;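 further: 0% = median of on-plate neutral control wells and 100% = ellipticine 6 µM median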
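Assay system – SV40-immortalized XiGFP fibroblast cells, line 68-5-11 · Buffer or medium – DMEM supplemented with 5-aza-dC as sensitizing agent · Dosing – one concentration, pinned · Benchmarks – positive control ellipticine, 6 µM final · Times – 3 days compound exposure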
E-sel inducer – E-selectin induction in HUVECs, primary screen, imaging, HUVEC, immunofluorescence imaging, single point | normalized: neutral wells 0, TNF-alpha wells 100 | activation, % at 7.58 µM | hit rate 0.37% among 260,000 | AID 686992, 2013;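 active means mean E-selectin-positive cell signal at least 10% of the positive control, reached in at least 60% of replicates, without over 20% cell loss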;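 further: in these data hits start at about 27%; measured in HUVEC primary endothelial cells; signal is the percent of cells scored E-selectin positive by PE staining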
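assay system = HUVEC, human umbilical vein endothelial cells | input = 3,000 HUVEC seeded per well | medium = EGM-2 growth medium on 0.1% gelatin-coated wells | dosing = one compound dose added by pin transfer | signal = immunofluorescence imaging | read-out basis = % PE-positive cells | control set = TNF-alpha, DMSO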
RAD54 branch – inhibitors of human RAD54 branch migration, primary screen, biochemical, fluorescence, single point | AID 602329, 2012 | hit rate 0.14% among 360,000 | DNA repair and recombination protein RAD54-like (Homo sapiens), Q92698 | RAD54 Holliday junction branch migration, FAM/BHQ fluorescence | inhibition, % at 10.4 µM;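 active means mean normalized replicate activity at least 40 and at least half of replicates scoring 40 or more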;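 further: 0% = median of neutral control wells and 100% = median of positive control wells; inhibitors cause a drop in the FAM fluorescence signal; in these data hits start at about 50%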
Numbers without * were called inactive; i = inactive; x = not tested or not shown. Rows were taken by chance (roughly 2.5% active in at least one column).

SMILES | ERp5 inh | ERAP1 inh | esBAF inh | RAD52 anneal inh | S100A4 inh HTS | Xi reactivation | E-sel inducer | RAD54 branch
C[C@H](CO)N1C[C@H](C)[C@H](CN(C)Cc2ccc(C(=O)O)cc2)Oc2c(NS(=O)(=O)c3ccc(Cl)cc3)cccc2C1=O | -1 | 1 | -11 | 6 | 0 | 0.5 | -0.5 | 1
Cc1ccc(OCC(=O)Nc2ccc3c(c2)OCO3)c([N+](=O)[O-])n1 | 3 | 0 | x | -22 | -3 | 0.0 | x | x
CN(C(=O)CC1C(=O)NCCN1Cc1ccccc1C(F)(F)F)C1CCOCC1 (configuration not stated) | 5 | -3 | 7 | -27 | -6 | 0.0 | 0.1 | 4
COc1ccc(CN(C)C[C@@H]2Oc3ccc(NS(=O)(=O)c4ccc(OC)cc4)cc3C(=O)N([C@H](C)CO)C[C@H]2C)cc1 | 1 | -3 | 1 | 8 | 52 | -1.3 | 0.8 | -8
COc1ccc(OC)c(NC(=O)CSc2nc(=O)n(Cc3ccccn3)c3c2CCC3)c1 | -3 | 3 | 0 | -1 | 5 | 0.0 | 1.0 | -14
C=CCNc1ccc2c(c1)OC[C@H](Cc1ccccc1)NS2(=O)=O | -1 | -1 | x | -2 | -1 | 0.5 | x | x
COc1ccc(Cl)cc1Cn1c(C)c(C(=O)NCc2cccc(C(F)(F)F)c2)sc1=O | 5 | x | 3 | -7 | 8 | 0.1 | x | -9
COc1cc(OC)c(OC)cc1CN1CCCC(C(=O)c2ccc3c(c2)OCO3)C1 (configuration not stated) | 1 | 5 | x | -3 | -2 | 0.2 | 2.5 | x
Cc1ccc(C)c(NC(=O)C(OC(=O)c2cc[n+]([O-])cc2)c2ccccc2)c1 (configuration not stated) | 5 | 1 | -1 | -8 | -4 | 0.0 | x | 3
Fc1cccc(CCN2CCN=C2Nc2ccccc2)c1 | 0 | x | 11 | -7 | 16 | -0.2 | 5.5 | -1
O=C1/C(=C/c2ccco2)N=C(N2CCCCC2)N1c1ccccc1 | x | x | -4 | x | x | 0.0 | 1.9 | -1
C=CCn1c(C)cc(C2=NNC(=NC(C)(C)C)SC2)c1C | -3 | -2 | x | -10 | -10 | -0.4 | 0.4 | x
O=C(COC(=O)c1cc(Br)c(Br)s1)NCCC1=CCCCC1 | x | x | -5 | x | x | 0.0 | -0.9 | 0
N#C/C(=C/c1ccc(N2CCCCC2)o1)C(=O)Nc1ccc2ccccc2c1 | -8 | -6 | x | i | 16 | 109* | x | x
CC1(C)CC(=O)c2sc(NC(=O)CN3C(=O)CCC3=O)nc2C1 | -6 | -2 | 0 | -82 | -5 | 0.0 | 0.0 | 3
COc1ccc(C(=O)C2CCN(C(=O)Nc3ccccc3C)CC2)cc1 | -7 | 0 | 2 | -16 | -1 | 0.0 | x | 3
C#CCOCCOCCOCCNc1nc(N2CCOCC2)nc(N2CCN(C(=O)CCCCCCCCCCNC(=O)Cn3cc(CCCCCN)nn3)CC2)n1 | -5 | x | 0 | 26 | 3 | -0.3 | 0.1 | -3
C[C@H]1CN([C@@H](C)CO)S(=O)(=O)c2ccc(C#CC3CC3)cc2O[C@H]1CN(C)C(=O)c1ccncc1 | -1 | -8 | -2 | -5 | 10 | -1.0 | -0.1 | 4
O=C(Nc1ccccc1)c1cc(S(=O)(=O)N2CCSCC2)ccc1Cl | -11 | -3 | x | -12 | -5 | 0.0 | x | -8
Cc1ccc(S(=O)(=O)N2C[C@@H]3[C@H]4CC[C@H](C4)[C@@H]3[C@@H](C)[C@H]2C#N)cc1 | 1 | x | 4 | -22 | -2 | 0.1 | 0.1 | 13
COc1cccc(N2CCN(S(=O)(=O)c3ccc(-c4cnc(C5CC5)o4)cc3)CC2)c1 | 4 | -2 | -2 | -18 | 33 | 0.2 | x | -2
Cc1ccc(/C(O)=C2\C(=O)C(=O)N(CCCN3CCOCC3)C2c2ccccc2F)cc1 (configuration not stated) | 1 | 0 | -4 | -8 | -5 | 0.1 | 0.4 | 0
CCOC(=O)Cc1csc(NC(=O)CSc2nc(=O)[nH]c3c2CCC3)n1 | 0 | 2 | -6 | -11 | -2 | 0.4 | 0.2 | 10
O=S(=O)(NCc1ccccc1)c1ccc2ccccc2c1 | 1 | 1 | 1 | 3 | 4 | 0.0 | 0.3 | -14
O=C(CC1C(=O)NCCN1Cc1ccccc1C(F)(F)F)NCCN1CCCCC1=O (configuration not stated) | 2 | -3 | -4 | -9 | 0 | 0.0 | x | -6
N#CCCN(C(=O)COC(=O)c1cc(=O)[nH]c2ccccc12)c1ccccc1 | -4 | -9 | 4 | -5 | -2 | 0.0 | x | -1
S=c1[nH]nc(COc2ccccc2)n1/N=C/c1c(Cl)cccc1Cl | -5 | 1 | -2 | -5 | 2 | 0.0 | -0.4 | 5
C[C@@H]1CCCCO[C@@H](CN(C)C(=O)CCCN(C)C)[C@H](C)CN([C@@H](C)CO)C(=O)c2cc(NC(=O)CCC(F)(F)F)ccc2O1 | -9 | 2 | 1 | 3 | 2 | -0.4 | 2.4 | 1
O=C(Nc1cccnc1)c1cccs1 | -1 | 2 | 15 | -13 | 7 | x | x | 2
Cc1ccc(OCC(=O)Nc2ccc3oc(=O)ccc3c2)cc1 | 0 | 4 | 0 | -7 | 6 | 0.1 | 0.3 | x
Cc1ccc2c(c1)S/C(=C\c1cccc[n+]1C)N2CCO | -2 | 21 | -25 | -8 | 1 | 0.0 | 0.1 | 23
CNc1nnc(Sc2ncccc2[N+](=O)[O-])s1 | 4 | x | x | -19 | -1 | 0.3 | -0.2 | 0
CC(=O)NS(=O)(=O)c1ccc(NC(=O)c2cccc(S(=O)(=O)N3CCc4ccccc43)c2)cc1 | -1 | 2 | 2 | -12 | -7 | 0.0 | -0.2 | 5
CCn1cc(S(=O)(=O)N2CCc3ccccc3C2)cn1 | 1 | 0 | x | -13 | 0 | 0.1 | 8.0 | -6
C[C@@H]1CCCCO[C@H](CN(C)C(=O)C2CCCCC2)[C@@H](C)CN([C@@H](C)CO)C(=O)c2cc(NC(=O)Nc3ccc(F)cc3)ccc2O1 | 4 | 3 | -88 | -24 | -3 | 0.0 | -0.1 | 0
Cc1ccccc1NC(=O)COC(=O)c1c(C)nn(-c2ccccc2)c1C | -3 | -2 | 15 | -34 | -3 | -0.1 | 0.1 | 11
Cc1cc(=O)oc(C)c1C(=O)Nc1cccnc1Cl | 9 | 3 | x | -10 | 5 | 0.0 | 1.4 | -1
CCc1ccc(-c2cc(C)no2)cc1S(=O)(=O)N1CCN(c2ccc(F)cc2)CC1 | 5 | 1 | -2 | -3 | 5 | 0.0 | x | x
CCOC(=O)C1=C(COc2ccccc2)NC(=O)NC1c1ccc(Br)cc1 (configuration not stated) | 0 | -2 | -3 | -17 | -1 | 0.0 | -0.1 | 4
COc1cccc(C(=O)C2CN(c3ccccc3)CC2c2ccc(Cl)cc2)c1 (configuration not stated) | 1 | -3 | 4 | -16 | 1 | x | x | 1
CC(=O)Nc1cccc(NC(=O)CSc2ncc(-c3ccccc3)[nH]2)c1 | 3 | -1 | x | -1 | 4 | 0.0 | x | x
O=C(c1ccc(C(F)(F)F)cc1)N1CCC(=O)N([C@H](COCc2ccc(C(F)(F)F)cc2)Cc2ccccc2)CC1 | -2 | 9 | x | 7 | 5 | 0.0 | 0.4 | x
Cc1ccc(S(=O)(=O)N2CCCC(C(=O)NCc3ccc4c(c3)OCO4)C2)cc1 (configuration not stated) | -3 | -2 | 0 | -5 | -2 | 0.3 | x | 4
O=C(O)C1CC2CCC1CC2 (configuration not stated) | 1 | 5 | x | -6 | 3 | -0.1 | 0.0 | x
COc1cc(C(=O)OCc2cc(=O)c(O)co2)ccc1OC(F)F | 1 | -4 | 3 | -8 | 1 | 0.4 | 0.4 | x

In the list so far, these contain bromine.
SMILES | ERp5 inh | ERAP1 inh | esBAF inh | RAD52 anneal inh | S100A4 inh HTS | Xi reactivation | E-sel inducer | RAD54 branch
O=C(COC(=O)c1cc(Br)c(Br)s1)NCCC1=CCCCC1 | x | x | -5 | x | x | 0.0 | -0.9 | 0
CCOC(=O)C1=C(COc2ccccc2)NC(=O)NC1c1ccc(Br)cc1 (configuration not stated) | 0 | -2 | -3 | -17 | -1 | 0.0 | -0.1 | 4

Continued:
SMILES | ERp5 inh | ERAP1 inh | esBAF inh | RAD52 anneal inh | S100A4 inh HTS | Xi reactivation | E-sel inducer | RAD54 branch
CC(=O)c1ccc(S(=O)(=O)N2Cc3ccccc3CC2C(=O)O)cc1 (configuration not stated) | 9 | 1 | -6 | -27 | 0 | 0.1 | x | -7
C=CCC1=C/C(=C\c2c(N)n3nc(CC(=O)N4CCCC4)sc3nc2=O)C=C(OC)C1=O | -2 | 3 | 0 | i | -7 | 0.0 | x | -66
CN(C)S(=O)(=O)N1CCN(C(=O)c2ccc3c(c2)OCO3)CC1 | -1 | 2 | -5 | -10 | -1 | 0.2 | x | x
CCN(CCn1cccn1)C(=O)CC1C(=O)NCCN1CC1CCCCC1 (configuration not stated) | 0 | -3 | x | -19 | 4 | 0.0 | x | x
CN1C(=O)c2cc(NC(=O)Nc3ccc(Cl)cc3)ccc2OC[C@H]2O[C@@H](CC(=O)NCCN3CCCCC3)CC[C@@H]21 | -2 | 3 | -1 | 39 | 4 | 0.0 | 0.1 | 11
O=C(CCl)Nc1c[nH]c(=O)[nH]c1=O | 6 | 3 | x | -4 | 2 | 0.1 | 2.7 | x
O[C@@H]1C[C@H](c2ccccc2)N(CC2CCCCC2)C[C@H]1n1cc(C2CC2)nn1 | 3 | -5 | 0 | -8 | -1 | 0.2 | 0.1 | 2
COc1ccc(C#Cc2ccc3c(c2)[C@@H]2[C@@H](CCN2S(=O)(=O)c2ccccc2C)[C@H](CO)N3C)cc1 | 5 | 3 | 3 | -7 | 13 | 0.2 | -0.3 | -5
CCN1C(=O)c2ccccc2S(=O)(=O)c2ccc(C(=O)NCCCN(CC(C)C)CC(C)C)cc21 | 3 | -3 | -3 | 8 | -1 | 0.0 | 0.0 | -23
COc1ccc(C(C)=O)cc1CSCc1cc(C(C)=O)ccc1OC | 1 | 0 | -3 | -6 | -1 | 0.0 | 0.1 | -11
CN(Cc1ccc2c(c1)OCCO2)C(=O)CN1C(=O)NC2(CCCCC2)C1=O | 5 | 1 | -2 | -7 | 0 | 0.3 | 1.7 | 10
CCN(C[C@H]1N[C@@](Cc2ccccc2)(C(=O)OC)[C@H]2C(=O)N(Cc3ccccc3)C(=O)[C@@H]12)C(=O)c1ccc(C)cc1 | 0 | 0 | 10 | -10 | 1 | 0.4 | x | 3
O=C(Nc1ccccc1F)N1CC(=O)N2[C@H](CO)[C@H](c3ccc(C#CC4CCCC4)cc3)[C@H]2C1 | 4 | x | x | 14 | -3 | -0.1 | -0.1 | x
COc1ccccc1CNC(c1ccccc1)c1ccccc1 | -9 | 3 | -7 | 6 | -1 | 0.0 | x | -4

Screening results from PubChem BioAssay.
